High-throughput results from PubChem BioAssay.
SRC3 TRFRET art: TR-FRET detection interference compounds, artefact control for PPARgamma SRC-3 recruitment agonists, biochemical, TR-FRET ratio; TR-FRET ratio at 8 µM; AID 1048, 2008; TR-FRET artefact counter-screen, PPARgamma/SRC-3 format; active compounds read high; actives 0.39% (n = 99,000); in the data active means TR-FRET ratio above about 2000; further: inactives centre near 1600
SRC1 TRFRET art: TR-FRET detection interference compounds, primary screen, artefact control for PPARgamma SRC-1 recruitment agonists, biochemical, TR-FRET emission ratio; TR-FRET detection artefact counter-screen; active compounds read high; TR-FRET ratio at 8 µM; actives 0.34% (n = 99,000); AID 1051, 2008; in the data active means TR-FRET ratio above about 2300; further: inactives centre near 1800
* hit, by the source's call. This is a subset (hit frequency here may not be typical).

Screening COCCNC(=S)N1CCC(NC(=O)c2ccco2)CC1 returned SRC3 TRFRET art 1530 and SRC1 TRFRET art 1601.
For COc1cc(S(=O)(=O)Nc2ccccc2C)ccc1NC(=O)c1ccncc1 the results were SRC3 TRFRET art 1534 and SRC1 TRFRET art 1707.
Screening CS(=O)(=O)Nc1nnc(C2CCCC2)s1 returned SRC3 TRFRET art 1743 and SRC1 TRFRET art 1744.
`CC(C)Cn1c(N)c(C(=O)COC(=O)c2cc(C3CC3)nc3ccccc23)c(=O)n(C)c1=O` gave SRC3 TRFRET art 1304 and SRC1 TRFRET art 1645.
Screening Cn1c(SCC(=O)N/N=C/c2ccc([N+](=O)[O-])s2)nnc1-c1ccc(Cl)cc1 returned SRC3 TRFRET art 1463 and SRC1 TRFRET art 1892.
For CCn1cc(C(=O)OC)c(=O)c2cc(S(=O)(=O)N(C)C3CCCCC3)ccc21 the results were SRC3 TRFRET art 1610 and SRC1 TRFRET art 2090.
For CN(C)S(=O)(=O)c1cc(NC(=O)[C@H](Cc2ccccc2)N2C(=O)c3ccccc3C2=O)ccc1Cl the results were SRC3 TRFRET art 1553 and SRC1 TRFRET art 1863.
`COc1ccc(C(=O)CSc2nnc(CN3CCCC3)n2-c2ccc(F)cc2)c(OC)c1` gave SRC3 TRFRET art 1639 and SRC1 TRFRET art 1924.
`COc1ccc(NC(=O)C(=O)NCCN2CCN(C(=O)c3ccco3)CC2)cc1` gave SRC3 TRFRET art 1928 and SRC1 TRFRET art 1874.
O=C(Nc1ccc2c3c(cccc13)CC2)c1cccc([N+](=O)[O-])c1 was read as SRC3 TRFRET art 1594 and SRC1 TRFRET art 1877.
Screening C=CCNC(=O)NC(=O)COC(=O)c1nc2nccc(C)n2n1 returned SRC3 TRFRET art 1304 and SRC1 TRFRET art 1526.
`Cc1ccc(NC(=O)C2c3ccccc3Oc3ccccc32)nc1` gave SRC3 TRFRET art 1634 and SRC1 TRFRET art 1737.
`CC(C)(C)c1ccc(/C=N/NC(=S)NCc2ccccc2)cc1` gave SRC3 TRFRET art 1516 and SRC1 TRFRET art 1496.
For C/C(CC(=O)Nc1ccccn1)=N\NC(=O)c1cccc(C)c1 the results were SRC3 TRFRET art 1410 and SRC1 TRFRET art 1651.
Screening CC1=NN(C(=O)COc2ccc(C)c(C)c2)C(O)(c2ccccc2)C1 (stereo not drawn) returned SRC3 TRFRET art 1623 and SRC1 TRFRET art 1722.
For COc1cc(C(N)=O)cc(Cl)c1OCc1ccccc1 the results were SRC3 TRFRET art 1494 and SRC1 TRFRET art 1912.
O=C(C1=NN(c2ccccc2)C2C(=O)N(c3ccc(Cl)cc3)C(=O)C12)c1ccccc1 (stereo not drawn) was read as SRC3 TRFRET art 1494 and SRC1 TRFRET art 1847.
Screening Cc1cccc(NC(=S)N2CCC(C(N)=O)(N3CCCCC3)CC2)c1C returned SRC3 TRFRET art 1410 and SRC1 TRFRET art 1763.
Screening Oc1ccc(-c2[nH]ncc2-c2nc3ccccc3s2)c(O)c1 returned SRC3 TRFRET art 1639 and SRC1 TRFRET art 1867.
Cc1ccc(Sc2ncccc2C(=O)O)c(C)c1 was read as SRC3 TRFRET art 1698 and SRC1 TRFRET art 1843.
Screening O=C(O)c1ccc(NC(=S)NC(=O)c2cccc(COc3ccccc3)c2)cc1 returned SRC3 TRFRET art 1851 and SRC1 TRFRET art 1590.
For Cc1cccc(C)c1NC(=O)NN1C(C)CCCC1C (stereo not drawn) the results were SRC3 TRFRET art 1532 and SRC1 TRFRET art 1721.
Screening Cc1ccc(Cl)cc1NC(=S)N(CCCN1CCOCC1)Cc1ccco1 returned SRC3 TRFRET art 1524 and SRC1 TRFRET art 1998.
Screening NS(=O)(=O)c1ccc(NC(=O)CSc2ccccc2)cc1 returned SRC3 TRFRET art 1345 and SRC1 TRFRET art 1599.

Grouped by structure: the compounds so far containing an aryl methoxy group (4)
For COc1cc(S(=O)(=O)Nc2ccccc2C)ccc1NC(=O)c1ccncc1 the results were SRC3 TRFRET art 1534 and SRC1 TRFRET art 1707.
`COc1ccc(C(=O)CSc2nnc(CN3CCCC3)n2-c2ccc(F)cc2)c(OC)c1` gave SRC3 TRFRET art 1639 and SRC1 TRFRET art 1924.
`COc1ccc(NC(=O)C(=O)NCCN2CCN(C(=O)c3ccco3)CC2)cc1` gave SRC3 TRFRET art 1928 and SRC1 TRFRET art 1874.
For COc1cc(C(N)=O)cc(Cl)c1OCc1ccccc1 the results were SRC3 TRFRET art 1494 and SRC1 TRFRET art 1912.

The list goes on:
Screening O=C(/C=C/c1ccccc1[N+](=O)[O-])N1CCN(c2ccc(F)cc2)CC1 returned SRC3 TRFRET art 1679 and SRC1 TRFRET art 1762.
`Cc1ccc2nc(SC(C)C(=O)Nc3cccc([N+](=O)[O-])c3)[nH]c2c1` (stereo not drawn) gave SRC3 TRFRET art 1621 and SRC1 TRFRET art 1631.
For Cc1ccc(S(=O)(=O)C2(C(=O)Nc3ccc(Br)cc3)CC2)cc1 the results were SRC3 TRFRET art 1588 and SRC1 TRFRET art 1872.
`CC(C)N(CC(N)=O)C(=O)c1sc2cc(F)ccc2c1Cl` gave SRC3 TRFRET art 1617 and SRC1 TRFRET art 1871.
`Cc1[nH]n(-c2ccc(Cl)cc2)c(=O)c1/C=N/c1nnc(-c2ccccc2)s1` gave SRC3 TRFRET art 1387 and SRC1 TRFRET art 1812.
For COC(=O)NC(=S)N1CCOCC1 the results were SRC3 TRFRET art 1613 and SRC1 TRFRET art 1586.
Screening COc1cc(SC)ccc1C(=O)N1CCN(c2ccccc2F)CC1 returned SRC3 TRFRET art 1406 and SRC1 TRFRET art 1940.
O=C(CS(=O)(=O)c1ccccc1)NC1CCCCC1 was read as SRC3 TRFRET art 1409 and SRC1 TRFRET art 1853.
CCC(=O)Nc1ccccc1C(=O)N1CCOCC1 was read as SRC3 TRFRET art 1341 and SRC1 TRFRET art 2013.
Screening O=C(O)CC12CC3CC(C1)CC(n1ncc(NCc4ccc(F)cc4Cl)c(Cl)c1=O)(C3)C2 returned SRC3 TRFRET art 1639 and SRC1 TRFRET art 1710.
For O=C(NCC1COc2ccccc2O1)c1ccc(NC(=O)C(c2ccccc2)c2ccccc2)cc1 (stereo not drawn) the results were SRC3 TRFRET art 1604 and SRC1 TRFRET art 1901.
Cc1nn(CC(=O)Nc2cccc(S(N)(=O)=O)c2)c(C)c1[N+](=O)[O-] was read as SRC3 TRFRET art 1682 and SRC1 TRFRET art 2169.
`Nc1nc(F)cc(N2CCCCCC2)n1` gave SRC3 TRFRET art 1656 and SRC1 TRFRET art 2032.
`O=C(CNC(=O)c1ccccc1Br)N/N=C/c1ccccc1O` gave SRC3 TRFRET art 1671 and SRC1 TRFRET art 1824.
For O=C(CSc1ccccc1)Nc1nnc(/C=C/c2ccccc2)s1 the results were SRC3 TRFRET art 1542 and SRC1 TRFRET art 1750.
`CO/N=C/C1C(=O)NN=C1c1ccccc1` (stereo not drawn) gave SRC3 TRFRET art 1449 and SRC1 TRFRET art 1913.
Screening Cc1ccc(O)c(C(CC(=O)NC(C)C)c2ccccc2)c1 (stereo not drawn) returned SRC3 TRFRET art 1464 and SRC1 TRFRET art 1653.
For COc1ccc(Cl)cc1NC(=S)N1CCN(c2ncccn2)CC1 the results were SRC3 TRFRET art 1512 and SRC1 TRFRET art 1601.
`CCOc1ccc(S(=O)(=O)Nc2cc(S(=O)(=O)N(CC)CC)ccc2N2CCCC2)cc1` gave SRC3 TRFRET art 1343 and SRC1 TRFRET art 1563.
Screening O=C(CCc1nc(-c2ccccc2)no1)Nc1cc(C(F)(F)F)ccc1Cl returned SRC3 TRFRET art 1542 and SRC1 TRFRET art 1953.
`O=C(N/N=C/c1ccccc1)c1cc(-c2ccc3c(c2)OCO3)n[nH]1` gave SRC3 TRFRET art 1385 and SRC1 TRFRET art 1510.
Screening COC(=O)C1=C(C)N(c2ccc(C)c(C)c2)/C(=C/c2ccco2)C1=O returned SRC3 TRFRET art 1599 and SRC1 TRFRET art 1713.
CCCCN(CC)C(=O)c1ccc2c(c1)OCO2 was read as SRC3 TRFRET art 1414 and SRC1 TRFRET art 1990.
For Cc1ccc(/C=C(\NC(=O)c2ccc(C)cc2)C(=O)NCCCn2ccnc2)cc1 the results were SRC3 TRFRET art 1637 and SRC1 TRFRET art 1846.

Ordered by heavy-atom count (falling): part of the list above
`CC(C)Cn1c(N)c(C(=O)COC(=O)c2cc(C3CC3)nc3ccccc23)c(=O)n(C)c1=O` gave SRC3 TRFRET art 1304 and SRC1 TRFRET art 1645.
Screening Cn1c(SCC(=O)N/N=C/c2ccc([N+](=O)[O-])s2)nnc1-c1ccc(Cl)cc1 returned SRC3 TRFRET art 1463 and SRC1 TRFRET art 1892.
`Cc1ccc2nc(SC(C)C(=O)Nc3cccc([N+](=O)[O-])c3)[nH]c2c1` (stereo not drawn) gave SRC3 TRFRET art 1621 and SRC1 TRFRET art 1631.

Other compounds:
For CN(C)CCC#CC(O)(c1ccccc1)c1ccccc1 the results were SRC3 TRFRET art 1565 and SRC1 TRFRET art 1656.
Cc1ccc(-n2c(-c3nn(C)cc3Cl)n[nH]c2=S)cc1 was read as SRC3 TRFRET art 1528 and SRC1 TRFRET art 1918.
`O=C(/C(=N\O)n1cncn1)c1ccc(Cl)cc1Cl` gave SRC3 TRFRET art 1547 and SRC1 TRFRET art 1893.
CCCCN1CNC(=S)N(CCc2ccccc2)C1 was read as SRC3 TRFRET art 1538 and SRC1 TRFRET art 1834.
C/C(=N\NC(=O)C(N)=O)c1ccc2c(c1)OCCO2 was read as SRC3 TRFRET art 1543 and SRC1 TRFRET art 1716.
O=C(CSCCO)Nc1ccc(C2CCCCC2)cc1 was read as SRC3 TRFRET art 1380 and SRC1 TRFRET art 1722.
For Cc1ccc(NC(=O)CNCc2ccccc2)cc1Br the results were SRC3 TRFRET art 1487 and SRC1 TRFRET art 1873.
For O=C(COC(=O)c1cc(Cl)nc2ccccc12)c1ccc(Cl)cc1 the results were SRC3 TRFRET art 1530 and SRC1 TRFRET art 1721.
O=C(Cc1ccc(F)cc1)Oc1ccc(C(=S)N2CCCC2)cc1 was read as SRC3 TRFRET art 1593 and SRC1 TRFRET art 1843.
For CCOC(=O)c1sc2cc([N+](=O)[O-])cc(SCCO)c2c1N the results were SRC3 TRFRET art 1589 and SRC1 TRFRET art 1730.
CC(C)N1CCN(Cc2cccs2)CC1CCO (stereo not drawn) was read as SRC3 TRFRET art 1930 and SRC1 TRFRET art 1680.
Screening Oc1[nH]c(=S)sc1/C=C1\C(c2ccccc2)=Nc2ccccc21 returned SRC3 TRFRET art 1471 and SRC1 TRFRET art 1720.
COc1ccc(-n2c(Cc3cccn3C)nnc2SCC(=O)NCc2ccc(F)cc2)cc1 was read as SRC3 TRFRET art 1828 and SRC1 TRFRET art 1936.
For Clc1ncccc1-c1nnn(-c2ccccc2Br)n1 the results were SRC3 TRFRET art 1650 and SRC1 TRFRET art 1889.
CCOC(=O)c1nn(-c2ccccc2F)c2nc(-c3ccco3)c(C#N)c(=O)n12 was read as SRC3 TRFRET art 1565 and SRC1 TRFRET art 1783.
O=C(CCC1CCCN(C(=O)c2cncs2)C1)NCc1ccc(F)c(F)c1 (stereo not drawn) was read as SRC3 TRFRET art 1632 and SRC1 TRFRET art 1587.
CC1=CC(=O)C(C(C)C)=CC1=NC(=O)c1ccc(C)cc1 was read as SRC3 TRFRET art 1297 and SRC1 TRFRET art 1510.
`CN1CCN(C(=O)C2=C[C@@H](C3CCCCC3)C[C@@H](OCc3ccc(CO)cc3)O2)CC1` gave SRC3 TRFRET art 1418 and SRC1 TRFRET art 1459.
For Cc1cc(C)c(C)c(S(=O)(=O)N2CCN(CC(=O)Nc3sccc3C#N)CC2)c1C the results were SRC3 TRFRET art 1706 and SRC1 TRFRET art 1950.
For c1ccc(CSc2ncn[nH]2)nc1 the results were SRC3 TRFRET art 1866 and SRC1 TRFRET art 1556.
CCCCC(CC(O)COCCC)C(=O)NN (stereo not drawn) was read as SRC3 TRFRET art 1524 and SRC1 TRFRET art 1744.
COc1ccccc1NCC(=O)N/N=C(\C)c1cccs1 was read as SRC3 TRFRET art 1647 and SRC1 TRFRET art 1876.
Screening CCCCC#Cc1ccccc1CC(=O)Nc1ccccc1 returned SRC3 TRFRET art 1581 and SRC1 TRFRET art 1573.
CCc1cccc(CC)c1NC(=O)Cn1c(-c2ccccc2Cl)nc2ccccc21 was read as SRC3 TRFRET art 1622 and SRC1 TRFRET art 1820.
Screening O=C(CNc1ccccc1)N/N=C/c1c[nH]c2ccccc12 returned SRC3 TRFRET art 1574 and SRC1 TRFRET art 1662.
`O=[N+]([O-])c1ccc(-c2csc(NN=C3CCCC3)n2)cc1` gave SRC3 TRFRET art 1631 and SRC1 TRFRET art 2085.
`Cc1nc(SCC(=O)c2cc3ccccc3oc2=O)c(C#N)c(-c2cccs2)c1C(=O)Nc1ccccc1` gave SRC3 TRFRET art 1649 and SRC1 TRFRET art 1923.
Screening CCOC(=O)c1cc(C)sc1/N=C/C1C(=O)CCCC1=O returned SRC3 TRFRET art 1588 and SRC1 TRFRET art 1599.
For O=c1sc2ccccc2n1Cc1ccccc1 the results were SRC3 TRFRET art 1507 and SRC1 TRFRET art 1882.
Screening Cc1cc(C)nc(Sc2ccc(/C=C(\C#N)C(N)=O)o2)n1 returned SRC3 TRFRET art 1499 and SRC1 TRFRET art 1696.
CCN(CC)S(=O)(=O)c1ccc(/C=C/C(=O)OCC(=O)NCc2ccc3c(c2)OCO3)cc1 was read as SRC3 TRFRET art 1742 and SRC1 TRFRET art 1669.
For COc1ccc([N+](=O)[O-])cc1NC(=O)CCC(=O)c1cccs1 the results were SRC3 TRFRET art 1461 and SRC1 TRFRET art 1585.

Taken from the results shown for reference:
Screening O=C(CNc1ccccc1)N/N=C/c1c[nH]c2ccccc12 returned SRC3 TRFRET art 1574 and SRC1 TRFRET art 1662.
`O=[N+]([O-])c1ccc(-c2csc(NN=C3CCCC3)n2)cc1` gave SRC3 TRFRET art 1631 and SRC1 TRFRET art 2085.
`Cc1nc(SCC(=O)c2cc3ccccc3oc2=O)c(C#N)c(-c2cccs2)c1C(=O)Nc1ccccc1` gave SRC3 TRFRET art 1649 and SRC1 TRFRET art 1923.
